Source: PubChem (several laboratories)
Cdc42 wt GTP – modulators (inhibitors or activators) of GTP binding to human Cdc42 wildtype | actives 0.2% (n = 190,000) | P60953 | GST-Cdc42 beads, Bodipy-GTP binding, flow cytometry; actives lie on both sides | percent activity (GTP binding), % at 10 µM | AID 761;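 active = percent activity GTP binding at least 20 points away from the 100% baseline, either down as inhibitor or up as activator; inconclusive = compound flagged as likely green fluorescent from well-wide comparison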;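 also: median bead fluorescence of bound Bodipy-FL-GTP at 100 nM; 0% = excess unlabeled GTP control and 100% = no compound control; below 100% means less GTP binding so inhibitor and above means activator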
Target sequence (P60953 whole entry, looked up): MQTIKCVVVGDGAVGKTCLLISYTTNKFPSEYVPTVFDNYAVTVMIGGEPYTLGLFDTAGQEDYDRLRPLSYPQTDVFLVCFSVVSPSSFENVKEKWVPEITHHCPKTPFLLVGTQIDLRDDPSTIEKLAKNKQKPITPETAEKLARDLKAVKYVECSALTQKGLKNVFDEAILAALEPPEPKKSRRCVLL
HRas wt GTP bind – changes GTP binding to wildtype human HRas | P01112 | GST-Ras wt beads, Bodipy-FL-GTP binding, flow cytometry; actives lie on both sides | GTP binding activity, % at 10 µM | actives 0.14% (n = 190,000) | AID 759;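 active = GTP binding activity at least 20% away from the 100% baseline, either lowered as inhibitor or raised as activator; inconclusive = flagged as likely green fluorescent, judged across all proteins in the well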;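 also: 0% = unlabeled GTP competition control and 100% = no-compound control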
Target sequence (P01112 whole entry, looked up): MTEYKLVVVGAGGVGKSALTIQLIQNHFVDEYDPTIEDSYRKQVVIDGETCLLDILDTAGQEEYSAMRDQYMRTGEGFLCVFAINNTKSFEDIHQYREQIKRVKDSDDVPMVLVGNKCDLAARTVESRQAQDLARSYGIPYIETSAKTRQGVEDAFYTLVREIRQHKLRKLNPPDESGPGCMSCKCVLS
ABCB1 inh – inhibitors of human ABCB1 transporter, ABCG2 counter-screen; CCRF-Adr cells, JC-1 efflux, flow cytometry; inhibition, % at 6.6 µM; actives 0.067% (n = 190,000); AID 1326; in the data active = inhibition above about 40%;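 also: 0% = vehicle and 100% = reference inhibitor; higher value means more JC-1 retained so stronger ABCB1 efflux block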
GSH fluor – GSH bead compound fluorescence profile. GSH beads flow cytometry, compound fluorescence 488/530 nm; stronger effect = higher value. fluorescence (KMESF) at 10 µM. actives 0.25% (n = 190,000). AID 1776; in the data active = fluorescence above about 89;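 also: glutathione beads carrying GST-tagged Bcl family fusion proteins plus one bare bead set; values are compound well signal with DMSO vehicle wells as background; inactives centre near 16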
Rac1 mut GTP – modulators of GTP binding to human Rac1 activated mutant. P63000. GST-Rac1 activated beads, fluorescent GTP binding, flow cytometry; actives lie on both sides; 100% means binding = to untreated wells. percent activity (GTP binding), % at 10 µM. actives 0.11% (n = 190,000). AID 764;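 active = GTP binding at least 20 percentage points away from the 100% baseline, in either direction, so actives lie on both sides; inconclusive = Compound likely fluorescent itself, or too few beads counted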
Avidin fluor – avidin bead compound fluorescence profile; Avidin beads, compound fluorescence 488/530 nm, flow cytometry; stronger effect = higher value; fluorescence (KMESF) at 10 µM; actives 0.38% (n = 220,000); AID 1775; in the data active = fluorescence above about 47; also: inactives centre near 10
Rac1 wt modul – alters GTP binding to wildtype human Rac1; P63000; GST-Rac1 beads, fluorescent GTP binding, flow cytometry; actives lie on both sides; 0 = cold GTP competed, 100 = untreated; GTP binding activity (% of control), % at 10 µM; actives 0.27% (n = 190,000);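 active = GTP binding activity at least 20 points away from the 100% control level, either lower or higher; inconclusive = compound flagged as likely green fluorescent, judged across all proteins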
Pf gamet viab – kills late stage P. falciparum gametocytes. P. falciparum stage V gametocytes, ATP luminescence, 24 h. inhibition, % at 10.9 µM. actives 0.065% (n = 150,000). AID 743093;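 active = inhibition above the mean plus 3 SD of compounds within the control limits, set per campaign, cut at about 38% in these data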;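 also: 0% = DMSO wells and 100% = medium only without gametocytes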
Rab2A wt mod – changes GTP binding to wildtype dog Rab2A, up or down; AID 760; GST-Rab2 wt beads, Bodipy-GTP binding, flow cytometry; actives 0.19% (n = 190,000); GTP binding activity, % at 10 µM;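 active = GTP binding activity at least 20 points away from 100%, either lowered or raised; inconclusive = signal likely due to the compound's own green fluorescence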;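 also: 0% = beads with excess unlabeled GTP and 100% = no-compound control corrected for plate trend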
Rab7 wt GTP bind – alters GTP binding to wildtype dog Rab7 | actives 0.055% (n = 190,000) | GST-Rab7 beads, fluorescent GTP binding, flow cytometry; actives lie on both sides; untreated = 100%, excess cold GTP = 0% | AID 758 | GTP binding activity (percent of control), % at 10 µM;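 active = fluorescent GTP binding to Rab7 beads changed by at least 20 points from the 100% baseline, either direction, mostly lower; inconclusive = compound itself probably fluorescent, or too few beads counted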;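 also: median green fluorescence of bound Bodipy-FL-GTP per Rab7 bead population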
ABCG2 block – blocks JC-1 efflux by human ABCG2 transporter | actives 0.1% (n = 190,000) | AID 1325 | inhibition, % at 6.6 µM | Q9UNQ0 | IgMXP3 cells, flow cytometry;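 active = inhibition above 80%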;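 also: 0% = DMSO and 100% = nicardipine control wells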
Target sequence (Q9UNQ0 whole entry, looked up): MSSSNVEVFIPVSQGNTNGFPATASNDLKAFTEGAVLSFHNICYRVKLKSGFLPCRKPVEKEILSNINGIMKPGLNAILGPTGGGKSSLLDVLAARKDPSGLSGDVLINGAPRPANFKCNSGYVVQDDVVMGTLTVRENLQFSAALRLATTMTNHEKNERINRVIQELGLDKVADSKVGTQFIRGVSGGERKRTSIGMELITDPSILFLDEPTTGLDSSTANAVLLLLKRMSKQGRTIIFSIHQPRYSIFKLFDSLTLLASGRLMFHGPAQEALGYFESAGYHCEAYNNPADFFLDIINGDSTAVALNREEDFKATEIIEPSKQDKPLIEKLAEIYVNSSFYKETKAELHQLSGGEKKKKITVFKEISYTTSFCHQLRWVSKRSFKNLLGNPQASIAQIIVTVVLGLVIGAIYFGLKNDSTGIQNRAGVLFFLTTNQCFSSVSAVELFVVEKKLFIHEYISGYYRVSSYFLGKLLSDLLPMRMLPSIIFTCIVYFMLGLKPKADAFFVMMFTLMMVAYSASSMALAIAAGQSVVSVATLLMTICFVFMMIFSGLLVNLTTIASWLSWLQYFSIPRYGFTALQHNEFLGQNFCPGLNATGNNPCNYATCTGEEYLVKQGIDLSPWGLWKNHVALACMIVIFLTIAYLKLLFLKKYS
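Times: 10 min at 25 °C | Test system: Two drug-resistant human cell lines, ABCG2 and ABCB1 | Quantity: 3 million cells/mL final, two lines in 1:1 ratio | Signal: Flow cytometry, 530 nm JC-1 signal | Dosing: Compound at 6.6 µM | Controls: Nicardipine and DMSO wells | Reagent: JC-1 as fluorescent efflux pump substrate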
An asterisk follows results filed as active; ? = inconclusive; . = not tested or not shown; & = joins results of further samples.

SMILES	Cdc42 wt GTP	HRas wt GTP bind	ABCB1 inh	GSH fluor	Rac1 mut GTP	Avidin fluor	Rac1 wt modul	Pf gamet viab	Rab2A wt mod	Rab7 wt GTP bind	ABCG2 block
COc1ccc(OC)c(CC(NC(C)=O)C(=O)NC2CCN(c3cc(C)nc4ncnn34)CC2)c1 (stereo not given)	98	99	0.2	23	96	10	103	-8	99	99	2
COc1ccc2[nH]c(=O)c(C(c3nnnn3C3CCCC3)N(C)C3CCCCC3)cc2c1 (stereo not given)	92	93	3.6	15	93	9	90	-5	92	93	2
CCOC(=O)c1ccc(NC(=O)Oc2ccccc2)cc1	105	106	0.1	13	100	11	106	10	108	107	1
O=C(CSc1ccc(-c2ccccc2)nn1)NCc1ccco1	99	97	0.5	26	96	3	101	-23	98	97	5
CO/N=C/c1ccc(Oc2ccc([N+](=O)[O-])cc2[N+](=O)[O-])c(OC)c1	94	97	1.6	12	93	7	96	6	93	95	11
COc1cc(C(=O)Nc2cccc(C(C)=O)c2)cc(OC)c1OC	95	92	0.3	22	93	11	94	.	96	96	3
CC(c1cccnc1)N(C(=O)Nc1ccccc1)C1CCCCC1 (stereo not given)	101	99	0.4	22	99	6	103	.	100	96	1
Cc1cccc(NC(=O)N2CCN(Cc3ccc(Cl)cc3)CC2)c1	91	98	0.7	12	94	8	99	9	98	108	8
COc1cccc(NC(=O)CSc2nnc(Cn3cnc([N+](=O)[O-])n3)n2C)c1	101	102	0.2	11	99	11	105	-5	100	100	6
COc1ccc(CNC(=O)C2CCN(c3nc(OC)nc(OC)n3)CC2)cc1	95	94	1.6	40	91	9	89	.	94	93	6
CC(C)(C)C(=O)Nc1nc2ccc(S(C)(=O)=O)cc2s1	98	94	-0.2	8	96	25	95	8	95	93	0
CC(=O)Nc1ccc(NC(=O)COc2ccccc2C(=O)Nc2cccc(Cl)c2Cl)cc1	102	103	0.1	12	100	14	102	-4	100	103	5
O=C(CNC(=O)Cc1ccccc1)NCC(=O)OCC(=O)c1ccccc1Cl	102	103	0.2	22	96	11	98	.	105	100	1
O=C(Cn1cnc2c(nnn2-c2ccc(F)cc2)c1=O)NCc1ccco1	103	101	0.1	13	99	35	101	.	100	102	2
Cc1ccc(Nc2nc(Cl)nc(N(C)C#N)n2)cc1	96	95	0.8	13	96	7	96	.	95	95	26
N#C/C(=C(/O)c1ccccc1F)c1nc2cc(C(F)(F)F)ccc2s1	94	97	0.3	11	94	6	95	6	97	104	7
CCC(=O)c1ccc(N2CCN(C(=O)c3ccc(Br)cc3)CC2)c(F)c1	90	96	0.2	31	88	14	89	.	93	95	2
O=C(c1cccnc1)N1CCN(Cc2ccccc2Br)CC1	104	103	0.2	10	102	10	111	.	103	102	2
NS(=O)(=O)c1ccc(NN=C2CCN(Cc3ccccc3)CC2)c([N+](=O)[O-])c1	95	99	0.8	26	95	13	99	21	100	104	2
Cc1cccn2c(CN(C)CC3Cc4ccccc4O3)c(C(=O)N3CCCCC3)nc12 (stereo not given)	96	98	-0.2	21	97	7	99	-11	97	99	0
CC(C)(C)c1ccc(C(=O)NCC(=O)OCc2ccc([N+](=O)[O-])cc2)cc1	100	97	1.6	11	98	12	102	1	97	99	55
Cc1ccc(S(=O)(=O)[N-]c2nc3ccccc3nc2-n2cc[n+](CCC(C)C)c2)cc1	99	98	0.3	10	99	8	102	.	97	99	1
Cc1nnsc1SCCNC(=O)c1ccc(F)cc1	99	98	0.4	29	93	12	97	-2	95	96	2
O=C(Nc1ccc2c(c1)nc1n2CCOC1)c1ccco1	95	96	1.4	31	97	10	96	6	95	96	8
O=C(CCCSc1nc2ccccc2[nH]1)NCc1ccccc1	103	99	0.7	11	99	22	103	-2	97	100	30

Looked up above:
`Cc1ccc(Nc2nc(Cl)nc(N(C)C#N)n2)cc1` – ABCG2 block: 26
`COc1ccc(OC)c(CC(NC(C)=O)C(=O)NC2CCN(c3cc(C)nc4ncnn34)CC2)c1` (stereo not given) – GSH fluor: 23

(further entries)
SMILES	Cdc42 wt GTP	HRas wt GTP bind	ABCB1 inh	GSH fluor	Rac1 mut GTP	Avidin fluor	Rac1 wt modul	Pf gamet viab	Rab2A wt mod	Rab7 wt GTP bind	ABCG2 block
O=C(O)CSCCc1ccccn1	104	101	0.4	22	99	40	103	3	101	103	2
COCCn1c(=O)[nH]c(=O)c2c1nc(-c1cc(Br)c3c(c1)OCO3)n2Cc1ccccc1	95	99	0.5	11	96	18	103	-11	96	103	3
Cc1ccc(NC(=O)Nc2ccc(F)cc2)nc1	104	101	-0.3	38	102	14	106	10	103	103	62
COc1ccc(OCC(=O)Nc2ccc(N3CCOCC3)c(Cl)c2)cc1	101	102	0.5	35	99	14	106	.	100	101	4
Cc1ccccc1-c1nnn(CC(=O)c2ccc(S(=O)(=O)N3CCCC3)cc2)n1	100	98	0.1	31	99	13	99	.	100	97	2
Cn1ncc([N+](=O)[O-])c1C(=O)N/N=C/c1ccc(F)cc1	103	99	1.8	8	99	3	101	3	97	97	28
O=C(CSc1ncccn1)N1CCc2ccccc2C1	97	96	0.1	10	97	10	99	-2	98	99	4
CCOC(=O)c1sc(NC(=O)/C=C/c2ccccc2)nc1C	99	97	-2.5	8	100	7	104	27	99	101	-3
COc1cccc(-c2cc(C(F)(F)F)n3nc(N)nc3n2)c1	102	99	0.9	48	98	34	102	-4	98	98	6
O=C(c1ccco1)N1CCN(C(=O)C(c2ccccc2)c2ccccc2)CC1	103	102	0.5	17	97	7	105	.	102	102	0
COc1ccc(N=C2CC(C)(C)CC(=O)/C2=C(/O)c2ccccc2)cc1	96	96	0.5	16	95	9	94	1	93	94	16
COc1cc(NC(=O)Nc2cccc([N+](=O)[O-])c2)cc(OC)c1	86	90	-0.2	12	83	11	86	5	90	101	-4
O=C(O)C(Cc1ccccc1)N1C(=O)C2CCCCC2C1=O (stereo not given)	99	99	0.4	12	98	11	102	-35	98	103	1
CCN(CC)S(=O)(=O)c1ccc(NC(=O)C2COc3ccccc3O2)cc1 (stereo not given)	93	94	-1.8	22	91	9	90	.	95	92	-1
N#C/C(=C\c1ccc(Cl)cc1)c1nc(-c2ccco2)cs1	98	99	-1.8	12	97	3	103	17	97	101	-12
COc1ccc(C2c3[nH]c4ccccc4c3CCN2Cc2ccoc2)c(F)c1 (stereo not given)	96	98	1.4	8	94	2	98	.	97	102	8
O=c1c(-c2nnc(SCc3ccc(Cl)cc3Cl)o2)cccn1Cc1ccccc1	96	99	4.9	31	98	11	104	1	95	95	62
O=C(Cn1nnc(-c2ccc(S(=O)(=O)N3CCCC3)cc2)n1)NCC1CCCO1 (stereo not given)	96	99	0.2	45	96	4	97	.	98	100	0
COc1ccccc1S(=O)Cc1ccc(C(=O)NC2CCCC2)o1 (stereo not given)	100	98	0.7	25	100	7	102	.	100	98	3
Cc1ccc(C)c(NC(=O)CCC(=O)NNC(=O)c2cccc([N+](=O)[O-])c2)c1	100	97	-0.3	32	98	6	98	-3	99	99	-1
O=C(CCC(=O)N(CC(=O)NC1CCCCC1)c1ccc2c(c1)OCCO2)Nc1ccccn1	95	96	0.1	10	96	12	101	.	94	97	1
Cc1cc2[nH]c3ccccc3c2c(C)n1	98	98	0.0	4	99	0	102	12	96	99	0
O=C(c1cccnc1Cl)N(Cc1ccccc1)Cc1ccccc1	99	99	1.7	19	97	11	106	20	96	98	11
CC/C(=N\Nc1ccccc1[N+](=O)[O-])c1ccc(O)cc1	?	?	0.0	11	?	13	?	-9	?	?	7
CC1CCCN(C(=O)N2c3ccccc3Sc3ccccc32)C1 (stereo not given)	103	100	0.3	16	99	5	103	.	101	101	2

The results go on:
SMILES	Cdc42 wt GTP	HRas wt GTP bind	ABCB1 inh	GSH fluor	Rac1 mut GTP	Avidin fluor	Rac1 wt modul	Pf gamet viab	Rab2A wt mod	Rab7 wt GTP bind	ABCG2 block
CCC(C)C(=O)Nn1c(C2CC2)nc2cc(OC)c(OC)cc2c1=O (stereo not given)	101	99	0.6	11	99	12	103	-2	103	108	1
CCC(=O)Nc1ccc(C(=O)Nc2ccc3c(c2)C(=O)N(CC2CCCO2)C3=O)cc1 (stereo not given)	96	97	0.3	31	92	13	92	9	95	98	0
O=C(Nc1cnn(Cc2ccc(Cl)cc2)c1)C1CCCC1	105	101	0.8	27	100	5	105	0	102	102	5
Clc1ccc(-c2cn3c(n2)-c2ccccc2C3)cc1Cl	98	97	-0.4	13	97	11	101	.	96	101	7
CCc1ccccc1N(CC(=O)NCc1ccco1)C(=O)c1snc(C(N)=O)c1N	100	100	0.6	14	97	10	100	.	101	100	1
O=C(C1CCCN(S(=O)(=O)c2ccc(F)cc2)C1)N1CCCC1 (stereo not given)	104	101	0.7	8	96	25	101	.	101	102	1
O=C(NNC(=O)[C@H]1CC=CC[C@H]1C(=O)O)c1ccc(Cl)cc1Cl	100	95	-0.3	14	95	13	99	5	101	98	1
N/C(COc1ccc(Cl)cc1Cl)=N\NS(=O)(=O)c1ccccc1	98	98	0.5	62	94	8	98	.	95	95	4
CC1=CC(C)=Nc2ccc(C)cc2N1	97&104	99&98	0.1&-0.1	7&44	101&98	20&12	97&106	.	98&99	96&100	2&2
Cc1cc2ncn(CC(C)C)c2cc1C	97	94	-0.5	17	98	9	97	18	96	93	0
CC1(C)CC(=O)c2cnc(NC(=O)CSc3nc4ccccc4o3)nc2C1	103	98	0.1	16	98	6	104	20	98	99	2
CCCCn1c(SCN2C(=O)c3ccccc3C2=O)nc2cc(S(N)(=O)=O)ccc21	102	102	0.6	15	100	23	106	.	102	102	2
CCN1C(=O)/C(=C/N2CCc3ccccc32)SC1=S	104	103	0.2	15	100	8	103	.	102	102	1
Cc1cc(Cl)cc(C)c1OCCCCn1ccnc1	102	99	0.2	36	98	7	103	17	99	100	1
O=C(Cn1nc(-c2ccccc2)ccc1=O)Nc1ccc(N2CCN(C(=O)c3ccccc3)CC2)cc1	103	102	0.0	13	99	26	105	.	100	100	0
Cc1cccc(OCc2nnc(SCc3nc4ccccc4c(=O)[nH]3)o2)c1	99	97	-0.9	23	99	8	101	1	100	94	4
O=C(O)C1CC(c2cccc(Br)c2)=NO1 (stereo not given)	100	98	0.3	22	97	11	101	.	101	98	2
O=C(c1cc(-c2cccc(O)c2)on1)N1CCN(C(c2ccccc2)c2ccccc2)CC1	102	99	0.3	14	95	27	100	.	99	97	0
